NSD2 inh = blocks human histone methyltransferase NSD2; 0.54% of 310,000 active; AID 743445; NSD2 peptide methylation, AlphaScreen, 120 min; inhibition, % at 12.5 µM; O96028; in the data active = inhibition above about 50%
Target sequence (O96028 whole entry, looked up): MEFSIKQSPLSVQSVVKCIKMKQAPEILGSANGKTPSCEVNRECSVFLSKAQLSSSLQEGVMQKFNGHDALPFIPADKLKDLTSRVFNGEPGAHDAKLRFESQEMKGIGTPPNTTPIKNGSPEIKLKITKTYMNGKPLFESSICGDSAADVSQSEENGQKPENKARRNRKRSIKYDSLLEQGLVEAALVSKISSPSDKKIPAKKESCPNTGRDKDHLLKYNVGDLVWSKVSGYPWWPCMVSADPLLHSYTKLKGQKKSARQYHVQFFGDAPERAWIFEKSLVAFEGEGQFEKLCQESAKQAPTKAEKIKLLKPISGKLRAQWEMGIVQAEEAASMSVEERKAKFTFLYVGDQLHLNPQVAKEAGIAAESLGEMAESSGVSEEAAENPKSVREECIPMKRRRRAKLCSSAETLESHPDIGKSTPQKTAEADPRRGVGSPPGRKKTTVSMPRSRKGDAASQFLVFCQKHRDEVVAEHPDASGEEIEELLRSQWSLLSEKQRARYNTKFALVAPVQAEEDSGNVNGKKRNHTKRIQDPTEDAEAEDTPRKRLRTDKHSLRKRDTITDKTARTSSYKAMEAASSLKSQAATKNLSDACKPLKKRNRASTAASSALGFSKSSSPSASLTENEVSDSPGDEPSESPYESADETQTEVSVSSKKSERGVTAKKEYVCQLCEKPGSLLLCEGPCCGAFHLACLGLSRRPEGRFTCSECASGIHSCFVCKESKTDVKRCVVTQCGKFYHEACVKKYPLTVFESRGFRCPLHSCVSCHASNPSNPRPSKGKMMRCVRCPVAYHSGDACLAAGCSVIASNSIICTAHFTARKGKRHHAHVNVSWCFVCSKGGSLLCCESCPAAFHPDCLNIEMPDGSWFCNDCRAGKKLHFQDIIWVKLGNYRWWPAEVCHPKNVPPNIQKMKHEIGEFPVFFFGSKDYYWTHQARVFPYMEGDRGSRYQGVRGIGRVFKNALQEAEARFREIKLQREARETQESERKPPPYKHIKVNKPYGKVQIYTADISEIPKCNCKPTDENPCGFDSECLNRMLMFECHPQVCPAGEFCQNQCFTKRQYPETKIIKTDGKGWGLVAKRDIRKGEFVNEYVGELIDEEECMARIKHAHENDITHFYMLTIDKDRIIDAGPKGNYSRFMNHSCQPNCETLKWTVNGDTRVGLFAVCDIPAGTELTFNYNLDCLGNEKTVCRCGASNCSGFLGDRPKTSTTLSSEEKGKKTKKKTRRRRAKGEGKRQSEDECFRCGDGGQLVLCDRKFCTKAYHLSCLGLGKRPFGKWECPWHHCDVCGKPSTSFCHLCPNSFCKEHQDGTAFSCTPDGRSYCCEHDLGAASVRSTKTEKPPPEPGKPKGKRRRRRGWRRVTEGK
PvdQ acylase = blocks Pseudomonas aeruginosa PvdQ acylase activity; purified PvdQ acylase, fluorescence plate reader; inhibition, % at 10 µM; 0.063% of 340,000 active; AID 488965; in the data active = inhibition above about 30%, passing the limit was not always enough;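 note: 0% = vehicle neutral wells and 100% = reference inhibitor wells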
dFosB act = enhances mouse delta FosB homodimer DNA binding | purified delta FosB, TAMRA-CDK5 oligo fluorescence polarization; percent of positive-control signal above neutral wells | activation, % at 25 µM | 0.99% of 340,000 active;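 active = mean activation above about 17%, with every replicate also reaching it, limit read from the data, passing the limit was not always enough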;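 note: fluorescence polarization rise as delta FosB binds a TAMRA Cdk5 AP-1 oligo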
CDK5 p35 inh = inhibitors of human CDK5/p35 kinase; inhibition, % at 10 µM; 0.01% of 330,000 active; Recombinant CDK5/p35, ADP-Glo luminescence, 60 min; Q00535+Q15078;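 active = highest replicate inhibition of at least 50% and at least 75% of replicates reaching 50%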;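 note: plate controls were DMSO neutral control for no effect and GW8510 at 10 µM for full effect; many of its hits are not listed in these tables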
C-LANA FP = inhibitors of KSHV LANA C-terminal domain DNA binding; MBP-C-LANA/FAM-LBS DNA binding, fluorescence polarization; 0.078% of 340,000 active; AID 504423; inhibition, % at 9 µM;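 active = highest replicate inhibition at or above 60% at 9 µM, even if other replicates fall short; inactive = all replicates below 60% inhibition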;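 note: 0% = neutral control wells and 100% = 4 µM acridine orange control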
Mot1-301 SUMO = blocks SUMOylation pathway, rescuing yeast Mot1-301 growth; S. cerevisiae Mot1-301 growth rescue, ATP luminescence, 38.5C; percent above DMSO median, 100 means doubled; growth rescue, % at 18.8 µM; 1% of 320,000 active;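 active = every valid replicate shows activation above 250% relative to neutral control wells; inactive = the rest, any valid replicate at or below 250%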;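 note: OY570 slx delta 5 strain wells were the positive control but not used for scaling; some compounds called inactive have numbers as strong as hits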
Keap1 Nrf2 FP = inhibitors of human Keap1-Nrf2 protein-protein interaction; 0.15% of 340,000 active; AID 504523; Keap1 Kelch-Nrf2 peptide fluorescence polarization, 1536-well; inhibition, % at 9.4 µM; in the data active = inhibition above about 12%;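 note: human Keap1 Kelch domain with fluorescein labeled Nrf2 9mer peptide probe; 0% = neutral control wells and 100% = peptide positive control; higher means more block of Keap1 binding to Nrf2 peptide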
PfHsp90 set2 = growth inhibition of yeast expressing Plasmodium Hsp90 | AID 504621 | S. cerevisiae expressing PfHsp90, BacTiter-Glo ATP, 48 h; yeast lacking PDR1 and PDR3 efflux regulators | inhibition, % at 9.4 µM | 0.32% of 310,000 active;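 active = every replicate shows inhibition above about 80%, whatever the replicate mean, limit read from the data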;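 note: 0% = DMSO neutral controls and 100% = 20 µM radicicol positive controls; yeast relying on Plasmodium falciparum Hsp90 in place of its own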
Rtt109 Vps75 = inhibitors of Candida albicans Rtt109/Vps75 histone acetyltransferase | AID 540336 | inhibition, % at 34.9 µM | purified Rtt109/Vps75, ThioGlo CoA-SH fluorescence, 4 h | 0.16% of 330,000 active | Q5AAJ8;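 active = inhibition of at least 50% in every replicate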
Cardiac RTF inh = cardiac RTF calcium desensitization. 0.12% of 340,000 active. P19429+P45379. IANBD-labeled cardiac RTF, Ca2+ fluorescence. inhibition, % at 7.15 µM;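 active = inhibition above the mean inhibition of all tested compounds plus 3 SD, cut at about 17% in these data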;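 note: assay run at fixed EC70 calcium of 1.6 mM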
cardiac RTF act = cardiac RTF calcium sensitization. IANBD-labeled TnC RTF fluorescence at EC20 calcium; 0% EC20 calcium, 100% full calcium. activation, % at 7.2 µM. 0.24% of 340,000 active. P19429+P45379;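 active = activation above the mean over all tested compounds plus 3 SD, cut at about 30% in these data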;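 note: rise in fluorescence read as greater calcium sensitivity of cardiac thin filaments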
* marks the source's active call; other numbers are inactive results; . = not tested or not shown. Not a hit list (roughly 3.2% active in at least one column).

canonical_smiles,C-LANA FP,dFosB act,PfHsp90 set2,PvdQ acylase,NSD2 inh,Cardiac RTF inh,Keap1 Nrf2 FP,Rtt109 Vps75,CDK5 p35 inh,Mot1-301 SUMO,cardiac RTF act
Cc1nc(NC(=O)/C=C/c2ccc(C(C)(C)C)cc2)sc1C(=O)N(C)C,-0.2,-7,-5,-13,2,-2,3,16,-3.9,-12,2
CCCCn1c(N)c(N(CCOC)C(=O)CSCc2ccc(C)cc2)c(=O)[nH]c1=O,-0.1,-1,0,7,-1,-4,2,0,-0.8,61,-2
CCOC(=O)Cc1csc(SCC(=O)Nc2ccc3[nH]c(=O)[nH]c3c2)n1,1.0,-13,5,-8,-1,-5,1,-2,-2.0,-13,6
COc1ccc(C2=NCCn3nc4ccccc4c32)cc1,-1.0,2,-8,13,.,8,0,-5,-2.0,6,-11
COC(=O)c1cc(-c2c(C)oc3cc(OC(C)C)ccc3c2=O)c(C)o1,-0.8,-7,-9,-3,1,-12,-2,4,-1.0,-11,9
O=C(COC(=O)/C=C/c1ccccc1Cl)NCc1ccccc1,1.4,-12,14,0,0,2,1,5,0.1,5,-3
COc1cccc(C(C[N+](=O)[O-])c2c(C)[nH]n(-c3ccccc3)c2=O)c1 (configuration not stated),-1.2,-11,14,-16,12,-4,-2,-2,-2.2,215,-5
CCCNC(=O)N1CCC(n2nccc2NC(=O)CCOc2ccccc2)CC1,1.0,-14,10,-1,1,-5,6,-12,0.5,-5,2
COC(=O)Cc1ccc(NC(=O)c2ccc3c(c2)C(=O)N(Cc2ccco2)C3=O)cc1,-0.1,1,-2,-6,-1,-2,-2,-2,1.8,-17,1
CC(NC(=O)[C@@H](NC(=O)[C@@H]1Cc2ccccc2CN1)C(C)C)c1ccccc1 (some centres not stated),-0.7,-6,4,-22,-1,-7,-4,-1,-4.6,-5,3
COC(=O)c1ccc(-c2noc(CN3C[C@H]4CC[C@H]3C4)n2)cc1,-0.6,-1,-11,-14,2,-6,0,.,0.2,6,-5
CCOc1ccc(OCCN2C(=O)NC3(CCCc4ccccc43)C2=O)cc1 (configuration not stated),2.2,-9,-12,-19,-4,1,-5,1,1.8,-14,4
COc1ccc(NC(=O)CN2CCN(Cc3ccccc3)CC2)cc1,-1.3,0,4,0,3,4,2,3,0.4,-5,-3
Nc1ccc(S(=O)(=O)Nc2nccc(/C=C/c3ccc(Cl)cc3Cl)n2)cc1,-6.4,40*,1,-6,1,-7,-2,-2,-4.4,15,0
CC(=O)OC1CCC2(C)C(=CCC3C2CCC2(C)C3CC3ON=C(C)C32)C1 (configuration not stated),0.0,3,-25,0,0,-2,-4,-2,-2.6,.,-6
Cc1cc(C)n(-c2nnc(SCC(=O)NC3CCCC3)c3ccccc23)n1,0.5,-7,.,-10,3,-3,3,-8,0.8,-1,10
Cc1ccc([N+](=O)[O-])cc1NC(=O)c1ccc(-c2ccccc2)cc1,0.3,0,-19,-5,.,-4,1,6,0.6,.,-4
CS(=O)(=O)c1ccc(Cl)c(NC(=O)CCl)c1,2.0,0,14,7,5,5,-4,31,1.4,-13,-3
NNC(=O)Cn1c(-c2ccccn2)nc2ccccc21,-1.9,-5,4,-12,1,-12,0,-2,-0.3,5,-2
COCC(=O)Nc1ccc(C)c(Cl)c1,3.1,-2,22,-8,-3,-9,4,-6,0.0,-8,-3
COc1ccc(N=C2SC(C(=O)O)CC(=O)N2C)cc1 (configuration not stated),0.7,0,7,-27,-1,-1,-5,-7,-0.3,2,5
O=C(CSc1nc(SCC(=O)NCc2ccccc2)n(-c2ccccc2)n1)NCc1ccccc1,1.1,1,-8,-15,81*,0,-1,-4,1.0,-8,1
Cc1ccc(S(=O)(=O)N2CCC(C(=O)N[C@H](C(=O)N3CCN(C)CC3)C(C)C)CC2)cc1,0.8,-6,2,20,-2,-6,1,1,0.7,0,-2
COc1ccc(N2CC(O)(c3ccc(F)cc3)[N+]3=C2CCCC3)cc1 (configuration not stated),-2.0,3,7,-4,-2,-3,1,0,0.1,.,0
COc1ccc(C2/C=C\CC(NC(=O)OCC3c4ccccc4-c4ccccc43)CC(=O)N2Cc2ccccc2F)cc1 (configuration not stated),0.6,-23,0,-11,.,-9,1,-3,-0.7,.,-3
Cc1ccc(/C=C2\CCOC2=O)cc1,-2.2,-3,-14,-12,-1,-2,0,2,0.8,13,0
Cc1cccc2c1NC(=O)C2=O,34,-12,-15,7,33,-1,0,9,-0.7,.,-13
CCOCC(=O)Nc1cc(C(=O)Nc2ccccc2)ccc1Cl,0.7,2,7,-6,.,1,-6,-1,0.8,-12,-1
Cc1cc(C)n2nc(SC(C)C(=O)N(C)C3CCCCC3)nc2n1 (configuration not stated),-0.5,-1,-24,-9,0,2,-3,-16,-1.5,-3,-5
Cc1ccccc1Cn1nc(C)c(NC(=O)c2cc(CC(C)C)on2)c1C,-1.2,-11,16,-16,1,1,-5,9,-1.1,25,-1

canonical_smiles,C-LANA FP,dFosB act,PfHsp90 set2,PvdQ acylase,NSD2 inh,Cardiac RTF inh,Keap1 Nrf2 FP,Rtt109 Vps75,CDK5 p35 inh,Mot1-301 SUMO,cardiac RTF act
COc1ccc(CC(=O)OCC(=O)Nc2cccc(Cl)c2)cc1,1.6,-4,7,6,-2,-2,3,0,1.6,37,-3
c1ccc(Cc2ccc(OCCn3ccnc3)cc2)cc1,0.6,-3,-6,-13,24,-6,-3,-11,0.8,27,-2
Cc1cccc(C(=O)N2CCC(N3CCC(C(=O)N4CCOCC4)CC3)CC2)c1,-0.7,0,-20,-4,0,1,-1,1,-1.9,-20,4
CC(=O)Nc1sc(NC(=O)c2ccc(Cl)cc2)nc1-c1cccs1,-0.4,-7,-19,11,-2,-13,-4,2,-1.4,12,-7
COC(=O)c1nc(NC2=NCCCCC2)n[nH]1,-0.1,2,.,-12,-1,-4,-2,0,-0.5,12,2
CCc1ccccc1NC(=O)CSc1nnc(C2CC2)n1CC1CCCO1 (configuration not stated),0.5,0,-15,2,-1,6,0,-4,-2.2,-10,-1
CC1CCN(S(=O)(=O)c2cccc(C(=O)NNC(=O)c3ccco3)c2)CC1,-2.8,5,-21,-10,-3,3,3,4,0.1,-8,-4
O=C(Nc1ccc(F)cc1)Nc1ccc(S(=O)(=O)N2CCCC2)cc1,0.4,-7,-13,-2,-3,-13,2,-7,-0.9,30,6
COc1ccc(C2(CNC(=O)c3cc(OC)c(OC)c(OC)c3)CCCC2)cc1OC,2.7,-2,-17,1,1,1,3,-8,-0.9,.,-2
Clc1nc(Cl)nc(N(c2ccccc2)c2ccccc2)n1,-0.2,-2,-14,-3,-6,-1,3,2,0.3,-14,-3
C=CCn1c(C)nnc1SCC(=O)Nc1cc(S(=O)(=O)N2CCCC2)ccc1Cl,1.7,-8,.,-11,20,-10,-4,2,-0.4,.,2
O=c1c2ccc([N+](=O)[O-])cc2ncn1CCOc1ccc(Cl)cc1,0.3,-4,45,-18,0,-12,-3,0,-5.3,-16,10
CCCCCC(=O)N1CCN(CCN=CC2=C(O)CC(c3ccco3)CC2=O)CC1 (configuration not stated),1.4,-9,.,-6,6,-10,-6,-20,-1.8,-27,7
CC(=O)Nc1cccc(NC(=O)c2ccc([N+](=O)[O-])cc2Cl)c1,-0.7,-6,16,-18,-2,-5,-2,5,-2.5,-1,-1
COc1cc(C2CC(=O)Nc3cc(C)c(C)cc32)cc(OC)c1OC (configuration not stated),-0.8,-1,14,-5,-3,-3,2,9,-1.4,-6,5
Cc1nn(-c2ccc3ccccc3c2)c(=O)c2ccccc12,0.2,-13,4,6,-2,-8,-5,24,-0.3,1,2
O=C(CN1CCCCC1)Nc1ccccc1-c1ccccc1,-1.9,-3,-18,1,-1,-6,0,22,-0.7,-8,-1
Cc1ccc(C(=O)NC(=S)NCC2CCCO2)cc1[N+](=O)[O-] (configuration not stated),0.0,-6,6,10,3,2,-2,1,0.5,-17,6
COc1cc(C(=O)NC2CCN(C)CC2)ccc1Nc1ncc2c(n1)N(Cc1ccccc1)CCC(=O)N2C,-6.2,-6,-22,0,.,-11,-6,24,1.3,.,-1
O=C(Nc1cccc([N+](=O)[O-])c1)ONC1=NCCCCC1,-1.7,-7,14,8,3,-3,1,8,0.1,-19,11
COc1cc(CNCCN2CCOCC2)ccc1OCc1ccc(Cl)cc1,-0.5,-3,21,-11,.,0,-1,2,0.9,38,5
COc1cc2c(cc1OC)C(/C=C/c1ccco1)=NCC2,1.8,-9,-2,-6,25,-10,-6,-1,-1.1,.,4
O=C(Nc1cccc(Cl)c1N1CCCC1)c1ccco1,0.0,-3,6,-12,-3,9,-4,0,-0.8,-20,4
Nc1nc(COc2ccccc2)cs1,-0.7,-2,.,-12,-3,-1,-4,6,-0.9,3,1
O=C(O)CSC1CC(=O)N(c2ccc(Cl)cc2)C1=O (configuration not stated),-1.2,-10,.,1,1,-10,2,0,0.7,-3,9
CN(C)c1nnnn1-c1ccc(Oc2ncc(C(F)(F)F)cc2Cl)cc1,0.3,-4,-7,8,-2,0,-3,11,0.5,7,1

High-throughput results (PubChem BioAssay)
